Source: PubChem
TRPC4 potent = TRPC4 (mouse) allosteric potentiation | HEK293 TRPC4beta/mu-opioid, DAMGO EC20, Fluo-4 Ca2+ flux; stronger effect = higher value | 310,000 compounds, 0.42% hits | AID 2227 | Q9QUQ5 | B-score at 10 µM;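 active = B-score of calcium response area above 5 SD of library B-scores, with initial fluorescence ratio within 5 SD of library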;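 also: B-score of integrated fluorescence ratio over time as area under calcium response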
AI-2 QS mod = Vibrio harveyi AI-2 quorum sensing modulation | Vibrio harveyi JMH597 AI-2 luminescence/OD600 ratio, 9 h; stronger effect = lower value; strain lacks LuxN and CqsS sensors; 0 = neutral-control median | 300,000 compounds, 0.4% hits | activity change, % at 7.5 µM; in the data active = activity change below about -75%, passing the limit was not always enough;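 also: luminescence divided by OD600 gain over 9 h not by final OD600 alone; inactives centre near 13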
MrgX1 antag = blocks BAM8-22 activation of human MrgX1 receptor | B-score at 10 µM | Q96LB2 | MRGX1-HEK293 calcium flux, Fluo-4, BAM8-22 antagonism; stronger effect = lower value | 310,000 compounds, 1.3% hits;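 active = calcium-response B-score plate-corrected more than 3 library SD below zero, starting fluorescence within 5 deviations, no agonist response on first addition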;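 also: peak minus trough fluorescence over baseline after final BAM8-22 challenge near maximal dose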
Target sequence (Q96LB2 whole entry, looked up): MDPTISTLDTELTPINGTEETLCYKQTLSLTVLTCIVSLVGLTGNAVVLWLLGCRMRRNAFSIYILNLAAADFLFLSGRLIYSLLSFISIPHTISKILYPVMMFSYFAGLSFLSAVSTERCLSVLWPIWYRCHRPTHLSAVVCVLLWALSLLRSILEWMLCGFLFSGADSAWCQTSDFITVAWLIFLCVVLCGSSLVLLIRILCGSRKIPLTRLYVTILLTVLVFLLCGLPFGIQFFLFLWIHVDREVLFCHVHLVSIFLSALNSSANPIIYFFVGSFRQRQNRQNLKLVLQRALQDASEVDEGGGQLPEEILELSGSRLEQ
MrgX1 allo act = human MrgX1 positive allosteric modulation, primary screen. MrgX1-HEK293, Fluo-4 calcium flux, FDSS; stronger effect = higher value. B-score at 10 µM. 310,000 compounds, 0.63% hits. AID 588675;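 active = plate-corrected calcium response at least 3 library SD above typical, normal starting fluorescence, not activating the receptor alone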;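 also: compound read alongside a low EC10 to EC30 dose of BAM8-22 agonist; peak minus trough fluorescence over baseline measured at the second addition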
TRPC4 agonist = TRPC4 (mouse) channel activation. Q9QUQ5. HEK293 TRPC4beta/mu-opioid, Fluo4 calcium fluorescence; stronger effect = higher value. B-score at 10 µM. 310,000 compounds, 0.49% hits. AID 2237;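 active = B-score above 5 SD of library B-scores, and initial fluorescence ratio not above library mean plus 5 SD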;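 also: positive B-score marks a calcium rise read as TRPC4 activation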
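system = HEK293 cells stably co-expressing mouse TRPC4beta and mu-opioid receptor | schedule = Fluo4 dye loading 45 min at room temperature, 110 s recording | measure = B-scored integrated calcium fluorescence ratio | signal = Fluo4 calcium-sensitive dye fluorescence, kinetic, 1 Hz baseline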
TRPC6 activator = activates the mouse TRPC6 cation channel | HEK293-TRPC6 membrane potential dye fluorescence; stronger effect = higher value | B-score at 10 µM | 310,000 compounds, 0.13% hits | AID 2550;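 active = B-score of the integrated fluorescence ratio above library mean plus 3 SD, and starting fluorescence ratio within library mean plus 5 SD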;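 also: higher score means more depolarization so channel activation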
PolyA inhibitor = yeast polyadenylation inhibition; S. cerevisiae SKY197-pL101 polyadenylation reporter, beta-gal luminescence; efflux-impaired pdr1/pdr3 knockout yeast; score 100 = 6 SD above DMSO; calls only at 12 µM; 300,000 compounds, 0.02% hits;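 active = lowest replicate activity score at least 50, where 100 means six control SD above control mean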;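 also: yeast exposed to compound for 9 h at 30 °C; higher score means more reporter readthrough which indicates perturbed polyadenylation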
MrgX1 agonist = human MrgX1 receptor agonism, primary screen. Q96LB2. MrgX1-HEK293 cells, Fluo-4 calcium fluorescence, agonist mode; stronger effect = higher value. B-score at 10 µM. 310,000 compounds, 0.44% hits;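 active = calcium response B-score plate-corrected fluorescence ratio at least 3 library SD, with starting fluorescence B-score inside 5 SD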
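Test system: Stable human MrgX1 HEK293 cell line | Schedule: Overnight plating before 1 h dye loading | Read-out basis: Baseline-normalised fluorescence change ratio, B-scored | Detection: Kinetic calcium dye fluorescence, Fluo-4 NW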
HIF act = HIF pathway transcriptional activation | activation, % at 7.5 µM (by protocol) | 300,000 compounds, 0.32% hits | U2OS HRE-luciferase reporter, luminescence; normalized: DMSO 0%, desferrioxamine 100%;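 active = mean activation of at least 10% of the iron chelator positive control signal, with at least half of replicates also reaching 10%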
TRPC4 block = TRPC4 (mouse) channel inhibition; 300,000 compounds, 0.39% hits; Q9QUQ5; HEK293 TRPC4beta/mu-opioid, DAMGO-evoked Fluo4 calcium flux; stronger effect = lower value; B-score at 10 µM;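 active = B-score over 3 SD under the library average, no early fluorescence shift, positive overall ratio signal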
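Test system – stable TRPC4beta/mu-opioid receptor HEK293 cells · Probe or stimulus – DAMGO, a submaximal dose followed by a maximal one · Dosing – one concentration per compound · Signal – Fluo4 calcium fluorescence by kinetic imaging, 5 s 1 Hz baseline · Evaluation – per-well B score of integrated baseline-normalized Fluo4 ratio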
TRPC6 inhibitor = inhibitors of mouse TRPC6 channel | Q61143 | B-score at 10 µM | 310,000 compounds, 1.1% hits | HEK293-TRPC6, membrane potential dye, ACh-evoked depolarization; stronger effect = lower value;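 active = B-score under library mean minus 3 SD, initial fluorescence not abnormally high, positive integrated signal ratio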;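 also: B-score derived from integrated fluorescence ratio over the kinetic read; more negative B-score means stronger inhibition of depolarization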
* marks the source's active call; other numbers are inactive results; i = inactive; / = no result given. This is a subset. The share of hits here may be higher or lower than overall.

Value order – TRPC4 potent	AI-2 QS mod	MrgX1 antag	MrgX1 allo act	TRPC4 agonist	TRPC6 activator	PolyA inhibitor	MrgX1 agonist	HIF act	TRPC4 block	TRPC6 inhibitor
1	CCCCn1c(=O)c(C(=O)Nc2ccccc2N)c(O)c2ccccc21
  i	8	i	i	i	i	i	i	-31	i	i
2	Cc1ccc(N2C(=O)NC(=O)/C(=C\c3cc(C)n(-c4cc(C(=O)O)cc(C(=O)O)c4)c3C)C2=O)cc1
  i	3	i	i	i	i	i	i	0.9	i	i
3	C#CCOc1cc(C2C3=C(COC3=O)Nc3cc4c(cc32)OCO4)ccc1OC (centres undefined)
  i	27	i	i	i	i	/	i	2.3	i	i
4	COC(=O)c1ccc(N2CCN(C)CC2)c([N+](=O)[O-])c1
  i	8	i	i	i	i	i	i	-0.1	i	i
5	Cc1cccc(OP(=O)(NCc2ccccc2)Oc2cccc(C)c2)c1
  i	17	i	i	i	i	i	i	-1.1	i	i
6	CCCCN1C(=O)NC(=O)C2(Cc3cc(C)ccc3N(C)C2)C1=O (centres undefined)
  i	17	i	i	i	i	i	i	-0.3	i	i
7	CN(C)S(=O)(=O)c1cc(NC(=O)C[N+]23CCN(CC2)CC3)ccc1Cl
  i	19	i	i	i	i	i	i	-0.5	i	i
8	CC1(C)OC(c2ccccc2)=C/C(=C/C=C2C(=O)NC(=O)NC2=O)O1
  i	5	i	i	i	i	i	i	-0.6	i	i
9	CCOc1ccccc1CN1C2CCC1CC(c1ccc(C)cc1)C2 (centres undefined)
  i	-11	i	i	i	16*	i	i	0.2	i	i
10	COc1ccc(C(CC(=O)N2CCC3(CC2)OCCO3)NS(=O)(=O)c2ccc(C)cc2)cc1 (centres undefined)
  i	12	i	i	i	i	i	i	0.0	i	i
11	O=C(COC(=O)Cc1ccccc1)NC(=O)NC1CCCCC1
  i	10	i	i	i	i	/	i	0.0	i	i
12	O=[N+]([O-])c1ccc(O)c([N+](=O)[O-])c1
  i	24	i	i	i	i	i	i	0.3	i	i
13	CC(=NCCCN1CCOCC1)c1c(O)n(-c2ccccc2C)c(=O)[nH]c1=O
  i	15	i	i	i	i	i	i	0.4	i	i
14	O=C(Nc1cccnc1)c1c(O)c2c(n(Cc3ccccc3)c1=O)CCCC2
  i	3	i	i	i	i	i	i	0.1	i	i
15	COc1cc2c(cc1OC)C(C(=O)N(C)C1CCCCC1)C1CCCCN1C2=O (centres undefined)
  i	17	i	i	i	i	i	i	-0.2	i	i
16	COc1ccc(C(CNC(=O)c2ccc3c(c2)CCC3)N(C)C)cc1 (centres undefined)
  i	12	i	i	209*	i	i	i	-0.1	i	i
17	CN(C)C(=Nc1ccccc1)P(=S)(N(C)C)N(C)C
  i	6	i	i	i	i	i	i	0.2	i	i
18	COc1ccc(P2(=O)Nc3ccccc3N2)cc1
  i	16	i	i	i	i	i	i	3.8	i	i
19	O=c1[nH]c(=S)n(Cc2ccco2)c(O)c1C=NCc1cccs1
  i	-7	i	i	i	i	i	i	2.0	i	i
20	C#C[C@@]1(O)CCC2C3CCC4=C/C(=N/OCC(=O)NC(C(=O)NC(CC(C)C)C(=O)O)C(C)C)CC[C@]4(C)C3CC[C@@]21C (some centres undefined)
  i	7	i	i	i	i	i	i	-2.5	i	i
21	O=C(c1ccc(N2CCCCCC2)c([N+](=O)[O-])c1)N1CCC2(CC1)OCCO2
  i	19	i	i	i	i	i	i	0.4	i	i
22	CCCC(C)C1(CC)C(=O)NC(=Nc2ccccc2OC)NC1=O (centres undefined)
  i	16	i	i	i	i	i	i	-0.3	i	i
23	COc1c(O)ccc2c1-c1c3c(cc4c1C(C2)N(C)CC4)OCO3 (centres undefined)
  i	0	i	i	i	i	i	i	0.3	i	i
24	Cc1ccc(OCC(=O)N2CCN(CC3CC4C=CC3C4)CC2)cc1 (centres undefined)
  i	32	i	i	i	i	i	i	0.0	i	i
25	Cc1cc(C(=O)C[N+]23CCN(CC2)CC3)c(C)n1-c1ccc(Br)cc1
  i	-3	i	i	i	i	i	i	-0.1	i	i
26	CCCCn1nc(C)c(C(=O)O)c1Cl
  i	22	i	i	i	i	i	i	-0.1	i	i
27	O=C(c1cc(-c2cccnc2)nc2ccc(Cl)cc12)N1CCC2(CC1)OCCO2
  i	41	i	i	i	i	i	i	-0.1	i	i
28	CCC(C)N1C(=O)NC(=O)C2(Cc3cc(C)ccc3N(C)C2)C1=O (centres undefined)
  i	7	i	i	i	i	i	i	0.1	i	i
29	C=CCn1c(O)c(C(C)=NCC2CCCO2)c(=O)[nH]c1=O (centres undefined)
  i	9	i	i	i	i	i	i	-0.1	i	i
30	COc1ccc(CN2CCCC(C(=O)c3ccc(Cl)cc3)C2)c(O)c1 (centres undefined)
  i	11	i	i	i	i	i	i	-5.8	i	i
31	Cc1ccc(Cn2cc(C=O)c(-c3ccc(C)cc3)n2)cc1
  i	12	i	i	i	i	i	i	2.1	i	i
32	CC(C)CCn1c(=O)c(C(=O)Nc2ccccc2S(N)(=O)=O)c(O)c2ccccc21
  i	25	i	i	i	i	i	i	0.8	i	i
33	N/C(=N\[N+](=O)[O-])NCCCC(NC(=O)CNC(=O)c1ccccc1)C(=O)O (centres undefined)
  i	-4	i	i	i	i	i	i	0.3	i	i
34	CC(=NCc1cccnc1)c1c(O)n(-c2ccc(C)cc2)c(=O)[nH]c1=O
  i	10	i	i	i	i	i	i	-0.6	i	i
35	Cc1nc2ccc(Cl)cc2c(=O)n1-c1ccccc1Cl
  i	23	i	i	i	i	i	i	0.0	i	i
36	O=C(COc1ccc2ccc(=O)oc2c1)N1C[C@H]2C[C@@H](C1)c1cccc(=O)n1C2
  i	18	i	i	i	i	/	i	-0.3	i	i
37	O=C(COc1ccc(Br)cc1)N1CCN(C2CCCC2)CC1
  i	31	i	i	i	i	i	i	-0.1	i	i
38	Cc1ccc(N2C(=O)NC(=O)/C(=C\c3cnc(-c4ccccc4)nc3)C2=O)cc1
  i	1	i	i	i	i	i	i	0.1	i	i
39	C[n+]1ccc(-c2ccccc2)c2ccccc21
  i	-6	i	i	i	i	i	i	0.4	i	i
40	Cc1c(C)c2ccc(OCC(=O)N3CCC(C(=O)O)(c4ccccc4)CC3)c(C)c2oc1=O
  i	31	i	i	i	i	i	i	-0.1	i	i
41	C[C@]12CCC3[C@@H](CCC4=CC(=O)CC[C@@]43CO)C1CCC2=O (some centres undefined)
  i	10	i	i	i	i	i	i	-1.6	i	i
42	CNC(=O)ON(C(=O)NC)C1N(C)C(=S)SC1(C)C (centres undefined)
  i	23	i	i	i	i	i	i	-0.6	i	i
43	Cn1c(O)c(C(c2ccccn2)c2c(O)n(C)c(=S)n(C)c2=O)c(=O)n(C)c1=S
  i	-28	i	i	i	i	i	i	0.1	i	i
44	CCC(C)n1c(O)c(C(c2ccccn2)c2c(O)n(C(C)CC)c(=S)[nH]c2=O)c(=O)[nH]c1=S (centres undefined)
  i	-1	i	i	i	i	i	i	-0.3	i	i
45	COc1ccc(NC(=O)N2CCC3(CC2)OCCO3)cc1OC
  i	17	i	i	i	i	i	i	0.3	i	i
46	O=C1CN=C(c2ccc(Cl)cc2)c2oc3ccccc3c2N1
  i	9	i	i	i	i	i	i	0.0	i	i
47	CN(C)C1(CNC(=O)c2cc(S(=O)(=O)N3CCOCC3)c(Cl)cc2Cl)CCCCC1
  i	23	i	i	i	i	i	i	-2.4	i	i
48	CC(=NCCC(c1ccccc1)c1ccccc1)c1c(O)n(C)c(=O)n(C)c1=O
  i	21	i	i	i	i	i	i	0.2	i	i
49	CN(C)C(=O)Oc1ccc2c(c1)O/C(=C\c1cccc([N+](=O)[O-])c1)C2=O
  i	3	i	i	i	i	i	i	-1.1	i	i
50	O=C(CN1CCCCC1)c1ccc(F)cc1
  i	3	i	i	i	i	i	i	0.2	i	i
51	CN(N)N=Nc1nc2c([nH]1)c(=O)n(C)c(=O)n2C
  i	10	i	i	i	i	i	i	-0.2	i	i
52	CCOC(=O)C(O)(c1ccc(N(C)C(=O)COc2ccccc2)cc1)C(F)(F)F (centres undefined)
  i	24	i	i	i	i	i	i	-0.6	i	i
53	O=C(C(=O)N1CCOCC1)c1cn(Cc2ccc(F)cc2)c2ccccc12
  i	6	i	i	i	i	i	i	-0.4	i	i
54	CCOC(=O)CSCCOc1ccc(C=C2C(=O)NC(=O)NC2=O)cc1OC
  i	12	i	i	i	i	i	i	-0.3	i	i
55	Cc1cccc(N2CCN(CCc3ccccc3)CC2)c1C
  i	31	i	i	i	i	i	i	-0.2	i	i
56	O=C1NC(=O)N(Cc2ccccc2)C(=O)/C1=C/c1cnn(-c2ccccc2)c1
  i	35	-5.5*	i	i	i	i	i	-0.4	i	i
57	O=C(N/N=C/c1c(O)n(CCc2ccccc2)c(=O)[nH]c1=O)c1ccncc1
  i	40	i	i	i	i	i	i	1.6	i	i
58	O=C(O)Cn1cc(/C=C2\C(=O)NC(=O)N(Cc3ccco3)C2=O)c2ccccc21
  i	3	i	i	i	i	i	i	0.0	i	i
59	CC1CCCC(C2(O)C(=O)Nc3ccccc32)C1=O (centres undefined)
  /	16	i	i	/	/	i	i	-0.1	/	/
60	CCOP(=O)(OCC)c1ccc(O)cc1
  i	8	i	i	i	i	i	i	0.0	i	i
61	Cc1nnc(SCc2nc3ccccc3c(=O)n2-c2ccccc2Cl)n1N
  i	8	-8.2*	i	i	i	i	i	/	i	i
62	CC(=O)c1cn(Cc2ccccc2C#N)c2ccccc12
  i	16	i	i	i	i	i	i	-0.9	i	i

Complete entries, looked up by structure. Screens in order: TRPC4 potent, AI-2 QS mod, MrgX1 antag, MrgX1 allo act, TRPC4 agonist, TRPC6 activator, PolyA inhibitor, MrgX1 agonist, HIF act, TRPC4 block, TRPC6 inhibitor
Record of CN(C)C(=O)Oc1ccc2c(c1)O/C(=C\c1cccc([N+](=O)[O-])c1)C2=O = i, 3, i, i, i, i, i, i, -1.1, i, i
Record of O=C(COc1ccc(Br)cc1)N1CCN(C2CCCC2)CC1 = i, 31, i, i, i, i, i, i, -0.1, i, i
